Screening results deposited in PubChem BioAssay by several laboratories.
V-ATPase pHluor: regulators of yeast V-ATPase proton pumping, primary screen, pHLuorin cytosolic pH fluorescence; S. cerevisiae; response, % at 10 µM; 350,000 compounds, 0.37% hits; AID 504577, 2011; in the data active = response mostly above about 7.3%, no sharp cut-off; inactive = mostly below about 5.4%; also: actives read high; inactives centre near 0; some compounds called inactive have numbers as strong as hits; reference of the scale not given here
Wnt act: Wnt/beta-catenin pathway activators, primary screen, cell-based, plate reader, single point; 300,000 compounds, 1.2% hits; Wnt/beta-catenin reporter cell assay, activator; AID 743398, 2014; activation, % at 9.35 µM; in the data active = activation above about 30%, passing the limit was not always enough; inconclusive = no clear call, values can overlap the other calls;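 also: 0% = neutral control wells and 100% = positive control wells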
CDK5 inh: inhibitors of human CDK5/p35 kinase, primary screen, biochemical, single concentration; Recombinant CDK5/p35, ADP-Glo luminescence, 60 min; inhibition, % at 10 µM; 330,000 compounds, 0.01% hits; Cyclin-dependent kinase 5 (Homo sapiens) + Cyclin-dependent kinase 5 activator 1 (Homo …;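 active = highest replicate inhibition of at least 50% and at least 75% of replicates reaching 50%; inconclusive = only one of the two criteria met; inactive = both criteria failed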;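 also: plate controls were DMSO neutral control for no effect and GW8510 at 10 µM for full effect; many of its hits are not listed in these tables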
HTR5A ag ctr: HTR5A agonists in luminescence cell assay, primary screen, counter-screen for OPRM1-OPRD1 heterodimer agonist project, full-deck HTS. 5-hydroxytryptamine receptor 5A (Homo sapiens), P47898. cell-based. activation, % at 9.3 µM. 340,000 compounds, 0.61% hits. AID 504692, 2011; in the data active = activation mostly above about 9.5%, no sharp cut-off; inactive = mostly below about 7.6%;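 also: 0% = cells with vehicle only and 100% = reference agonist; strong numbers were not always called active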
Target sequence (P47898 whole entry, looked up): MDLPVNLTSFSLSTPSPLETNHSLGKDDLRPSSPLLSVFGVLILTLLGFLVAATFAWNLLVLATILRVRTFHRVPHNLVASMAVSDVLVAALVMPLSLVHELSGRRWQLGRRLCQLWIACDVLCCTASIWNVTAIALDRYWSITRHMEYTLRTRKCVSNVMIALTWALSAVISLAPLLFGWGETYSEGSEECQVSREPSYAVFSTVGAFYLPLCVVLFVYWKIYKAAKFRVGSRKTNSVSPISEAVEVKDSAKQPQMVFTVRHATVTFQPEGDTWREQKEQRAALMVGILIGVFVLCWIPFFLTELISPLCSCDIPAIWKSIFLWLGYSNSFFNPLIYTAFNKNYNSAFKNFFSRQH
PvdQ inh: P. aeruginosa PvdQ acylase inhibitors, primary screen, biochemical, fluorescence, plate reader and imaging, single point. PvdQ acylase [Pseudomonas aeruginosa LESB58]. purified PvdQ acylase. inhibition, % at 10 µM. 340,000 compounds, 0.063% hits. AID 488965, 2010; in the data active = inhibition above about 30%, passing the limit was not always enough; inconclusive = no clear call, values can overlap the other calls;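 also: 0% = vehicle neutral wells and 100% = reference inhibitor wells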
HTR5A inv ag: HTR5A inverse agonists in luminescence cell assay, primary screen, counter-screen for OPRM1-OPRD1 heterodimer inverse agonist project, full-deck HTS; HTR5A cell line, inverse agonism; 5-hydroxytryptamine receptor 5A (Homo sapiens), P47898; 340,000 compounds, 0.083% hits; AID 504634, 2011; inhibition, % at 9.3 µM; in the data active = inhibition mostly above about 23%, no sharp cut-off; inactive = mostly below about 18%;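 also: 0% = cells with DMSO and 100% = no-cell wells with DMSO; some compounds called inactive have numbers as strong as hits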
SR-BI HDL uptake: inhibitors of SR-BI mediated HDL lipid uptake, primary screen, ldlA[mSR-BI] cells, fluorescence, single point; AID 488896, 2010; Scavenger receptor class B member 1 (Mus musculus), Q61009; inhibition, % at 12.5 µM; 320,000 compounds, 0.96% hits; ldlA[mSR-BI] CHO cells, DiI-HDL uptake fluorescence, 3 h;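 active = mean replicate inhibition of at least 70% and a set share of replicates each scoring 70 or more; inconclusive = meets just one of the two criteria; inactive = fails both criteria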;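 also: 0% = median of neutral control wells and 100% = median of positive control wells; values of inactives mirror those of a sister screen read the other way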
Target sequence (Q61009 whole entry, looked up): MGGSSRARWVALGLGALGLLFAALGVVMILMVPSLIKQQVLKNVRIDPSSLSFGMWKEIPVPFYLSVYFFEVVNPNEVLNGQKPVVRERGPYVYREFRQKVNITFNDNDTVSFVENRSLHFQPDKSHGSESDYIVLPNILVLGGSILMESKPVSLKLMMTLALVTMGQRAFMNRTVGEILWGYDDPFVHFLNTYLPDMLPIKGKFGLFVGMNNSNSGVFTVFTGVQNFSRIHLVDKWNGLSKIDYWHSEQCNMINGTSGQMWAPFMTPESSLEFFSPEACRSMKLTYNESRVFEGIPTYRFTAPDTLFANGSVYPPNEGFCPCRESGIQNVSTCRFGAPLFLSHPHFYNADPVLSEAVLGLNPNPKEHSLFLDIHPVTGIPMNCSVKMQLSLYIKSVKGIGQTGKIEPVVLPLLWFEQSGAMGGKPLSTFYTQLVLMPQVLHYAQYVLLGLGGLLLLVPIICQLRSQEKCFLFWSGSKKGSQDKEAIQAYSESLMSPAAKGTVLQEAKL
dFosB activator: activators of delta FosB homodimer, primary screen, biochemical, fluorescence polarization, TAMRA-CDK5 oligo, single point; Protein FosB (Mus musculus), P13346; purified delta FosB; percent of positive-control signal above neutral wells; activation, % at 25 µM; 340,000 compounds, 0.99% hits;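 active = mean activation above about 17%, with every replicate also reaching it, limit read from the data, passing the limit was not always enough; inconclusive = only one of the two conditions met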;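 also: fluorescence polarization rise as delta FosB binds a TAMRA Cdk5 AP-1 oligo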
MITF act: activators of MITF-driven TRPM1 promoter reporter, primary screen, cell-based, SK-MEL-5, luciferase, single point | SK-MEL-5 TRPM1-promoter luciferase, 24 h; % of positive control, neutral wells = 0 | activation, % at 12.5 µM | 300,000 compounds, 0.75% hits | AID 588334, 2011;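 active = mean activation of at least 80% with every replicate also reaching 80%; inconclusive = mean reaches 80% but some replicate falls short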;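 also: 0% = neutral control wells and 100% = parthenolide positive control wells; values of inactives mirror those of a sister screen read the other way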
NSD2 HMT inh: NSD2 histone methyltransferase inhibitors, primary screen, biochemical, AlphaScreen, single concentration, set 2; 310,000 compounds, 0.54% hits; AID 743445, 2014; inhibition, % at 12.5 µM; Histone-lysine N-methyltransferase NSD2 (Homo sapiens), O96028; NSD2 peptide methylation, 120 min; in the data active = inhibition above about 50%
An asterisk follows results filed as active; u = inconclusive; x = no result given.

Below each SMILES – V-ATPase pHluor, Wnt act, CDK5 inh, HTR5A ag ctr, PvdQ inh, HTR5A inv ag, SR-BI HDL uptake, dFosB activator, MITF act, NSD2 HMT inh
1) COc1ccc(OC)c(C(=O)COC(=O)c2cc(C)oc2C)c1
    2, x, -0.3, 4, 0, -14, 69, -8, 5, -3
2) CCC(=O)N(c1nnc(SCC(=O)c2ccc[nH]2)s1)C1CC1
    18*, -5, 2.1, -2, -19, 6, 30, -12, 0, -1
3) CCOC(=O)C(=O)NCc1ccc(/C=C2/N=C(C)C(C(=O)OCC)=C2O)o1
    3, -2, -1.2, 3, 1, 24, 8, -9, -7, 25
4) CCN(CC)CCn1c2c(c(SCC(=O)Nc3cc(C)on3)nc1=O)CCCC2
    2, -4, 2.5, -4, -6, 29, 12, -14, 3, x
5) CNC(=O)NC1CCCc2ccccc21 (centres undefined)
    -1, x, 0.1, 4, -10, -8, 2, 7, -2, -2
6) CCOC(=O)[C@@H]1[C@H]2COc3cc(OC)ccc3[C@@H]2N2C(=O)N(c3ccc(F)cc3)C(=O)[C@@]12C
    2, -1, 0.1, 1, -10, 1, 0, 1, 7, x
7) N=c1nc(SCCC(=O)O)ss1
    2, x, 0.2, -2, -1, 6, -14, 4, -16, x
8) COCCCC1CCN(C(=O)CCc2nnc(CCCCc3ccccc3)o2)CC1
    -1, -1, -1.0, -2, 4, 6, -12, -1, 15, -20
9) COc1ccc(-n2nc3c(c2NC(=O)C(C)Oc2ccccc2)CS(=O)(=O)C3)cc1 (centres undefined)
    -6, -2, 0.1, -2, 1, 6, -6, 3, 12, 1
10) CC(O)CNc1nc(Cl)c(C#N)s1 (centres undefined)
    1, -1, -0.6, 0, 4, -1, -8, 8, -6, 0
11) O=c1ccnc(NCCc2ccccc2)[nH]1
    -3, 9, -3.5, 3, -4, 6, 7, -2, 5, -2
12) O=C(NNc1ccccc1C(F)(F)F)c1sccc1Br
    -1, 0, 0.1, -3, -5, -11, 13, -4, -9, -4
13) CCc1ccc(OCC(=O)Nc2ccncc2)cc1
    -4, -1, 0.0, 6, -10, -22, 4, 6, x, -3
14) CCCCC(=O)Nc1ccccc1CC
    1, 3, -0.1, 3, -7, -20, x, 4, -11, 13
15) CCc1cccc(CC)c1NC(=O)C1SC(=Nc2ccccc2C)C(c2nc3ccccc3s2)=C1N (centres undefined)
    0, 5, -0.4, -1, -11, -2, 34, 2, -6, -1
16) Cc1cccc(OCCCCCN2CCOCC2)c1
    -4, -1, 0.8, 3, -6, 9, -23, 3, 0, 0
17) CC(C)(C)OC(=O)NCCCC[C@H](NC(=O)c1nc[nH]c1C(=O)NCc1ccccc1)C(=O)OC(C)(C)C
    -4, -7, -0.5, 2, -14, -1, -3, -14, -3, x
18) CCc1noc(C)c1C(=O)N1CC(C)SC1=Nc1ccc(Cl)cc1 (centres undefined)
    0, 3, 1.8, 4, 9, -11, 12, -3, x, 3
19) N#Cc1nc(Cc2cccc3ccccc23)oc1NCC1CCCO1 (centres undefined)
    1, x, -1.5, -1, -5, -7, 30, -12, -4, 6
20) CCOC(=O)N1CCC(NC(=O)c2cc3c(-c4ccccc4F)nn(C)c3s2)CC1
    -2, 4, -1.1, 2, -8, 7, 45, -11, -25, x
21) Cc1ccc(Cl)cc1N1CCN(C(=O)C2CCN(S(=O)(=O)c3c(C)nn(C)c3C)CC2)CC1
    -1, x, -0.2, -1, -13, -9, 30, -18, 10, x
22) O=C(C#Cc1ccccc1)c1ccco1
    2, -13, 2.7, -8, -6, 20, -8, -8, -99, 4
23) CN(C(=O)COc1ccccc1C(=O)NCCOc1ccccc1)c1ccccc1
    -4, x, 1.1, 8, -1, -50, 4, -4, -27, -2
24) COCc1c(C(=O)N2CCN(c3ccc(C(F)(F)F)cn3)CC2)oc2ccccc12
    -2, x, -0.8, -2, -2, 15, -11, 6, 7, x
25) Cc1cc(C)n2nc(C(=O)N3CCCC(Nc4ccc(C(C)C)cc4)C3)cc2n1 (centres undefined)
    1, 2, 1.2, 0, -2, 7, -3, -5, 17, 4
26) Cc1ccc(NC(=O)CCC(=O)NNC(=O)Nc2cccc(Cl)c2)c(C)c1
    0, -9, 1.1, 2, -14, -4, 22, 3, -1, 1
27) Cc1ccc(S(=O)(=O)NCCNC(=O)N2CCOCC2)cc1
    -1, -1, -0.1, -1, -11, -12, 2, -5, 0, 2
28) COC(=O)c1cn(NC(=O)Cc2ccccc2OC)c(=O)c2ccccc12
    1, 0, -0.2, 1, 6, -2, 0, -1, -3, -5
29) COc1ccc(/C=N/NC(=O)Nc2cccc3nsnc23)cc1
    -17, 2, -0.3, 5, -6, -11, -5, -8, 43, -1
30) CC(C)CC(NC(=O)C1CCC(C)CC1)C(=O)N1CCN(c2ccccn2)CC1 (centres undefined)
    1, -2, 1.6, 3, -10, -8, -6, -19, x, x
31) Cc1cc(C(=O)COC(=O)C2COc3ccccc3O2)c(C)n1CC1CCCO1 (centres undefined)
    -10, 1, 1.5, 8, -8, -3, -27, -10, -5, -2
32) CN(C)S(=O)(=O)c1ccc(NC(=O)CSc2n[nH]c(=O)n2C2CC2)cc1
    0, -1, -5.0, 4, -3, -17, -34, -7, 1, 3
33) O=C(OCc1ccccc1)c1ccc(NCc2cc(O)ccc2O)cc1
    -3, -2, 0.9, 7, -7, -26, -8, -4, x, 5
34) CCc1cc(C(c2cccc(OC)c2)N2CCOCC2)c(NC(=O)c2ccccc2)s1 (centres undefined)
    3, x, -1.5, -6, 6, -46, 16, -2, 3, -3
35) CC(=O)/C(C(=N)N1CCN(C(c2ccccc2)c2ccccc2)CC1)=C(\C)O
    3, x, 0.3, 1, -8, -12, -25, -1, 3, 0
36) Cc1ccc(SCC(=O)OCC(=O)NCc2ccco2)cc1
    8, 3, 0.2, 7, 3, -18, 0, -4, 6, -1
37) NC(=O)C1CCN(C2=C(NS(=O)(=O)c3ccc(Cl)cc3)C(=O)c3ccccc3C2=O)CC1
    0, 0, 0.0, -2, 3, 22, x, -3, -16, 77*
38) CN1C=CC=C/C1=C1\SC(=S)N(Cc2ccccc2)C1=O
    6, 1, -0.7, -3, u, 8, -6, -1, -5, 32
39) O=C(N/N=C/c1ccc(C(F)(F)F)cc1)c1ccncc1
    0, -2, -1.2, 4, -3, -15, 23, -4, x, -1
40) CC(=O)Nc1ccc(Nc2nc(C)c([N+](=O)[O-])c(N(C)c3ccccc3)n2)cc1
    -3, -1, 1.7, 2, 6, 16, 4, -7, x, 4
41) CCCc1cc(=O)[nH]c(-n2[nH]c3c(c2=O)CCCC3)n1
    0, -8, x, -9, 4, 0, 1, -3, -15, 2
42) O=C(CN(Cc1cccs1)C(=O)CNS(=O)(=O)c1ccccc1)NC1CCCC1
    -3, 0, 0.4, -2, -8, 5, -11, 0, 0, -1
43) Cn1nccc1C(=O)N1CCN(c2ccccc2F)CC1
    0, -1, -0.1, 6, -5, -23, -15, 6, 0, 3
44) CC(C)c1cc(C(=O)N/N=C/c2ccoc2)c(O)c(C(C)C)c1
    -1, -1, 0.8, 5, 6, -3, 6, -6, -5, 1
45) O=C(C1CCCN(S(=O)(=O)c2ccc(F)cc2)C1)N1CCOCC1 (centres undefined)
    -1, 43*, -0.3, 0, -11, 0, 32, 13, 60, -4
46) Cc1ccc(-c2cc(-c3ccccc3)no2)cc1
    -7, 24, 0.7, -3, 4, 8, -7, 2, 41, x
47) CCCN(CC(=O)Nc1cc(Cl)ccc1Cl)C(=O)c1ccc2n[nH]nc2c1
    -4, 0, -0.7, -3, -10, 10, 46, -4, -2, 5
48) CC(C)CC(NC(=O)c1ccccc1)C(=O)OCC(=O)Nc1ccc(Br)cn1 (centres undefined)
    -1, x, -1.0, -3, 0, 16, 0, 3, 3, -1
49) COc1cccc(NC(=O)CSc2nnc(-c3cc(C)n(-c4ccccc4)c3C)o2)c1
    4, -16, -1.0, -2, -2, -19, -7, -10, -17, -2
50) CC(=O)c1ccc(OCCCC(=O)NC2CCC(C)CC2)cc1 (centres undefined)
    0, -2, 2.0, 4, -13, -13, x, -6, 30, 8
51) O=C(Nc1ccccc1Br)c1ccc(OC(=S)N2CCOCC2)cc1
    0, u, -6.1, 2, -2, -5, 40, 0, 60, -3
52) CC(=O)c1ccc(S(=O)(=O)N2CCN(C(=O)CCC3CCCC3)CC2)cc1
    11, -2, -0.4, 0, 0, 1, -12, 0, 2, 1
53) COc1ccc(Cl)cc1NC(=O)CSc1nnc(C2CC2)n1C
    -2, 5, 0.0, 1, -5, 4, -2, -9, -11, 5
54) Cc1cnnn1-c1cccc([N+](=O)[O-])c1
    1, -9, -0.3, 4, -19, 1, -22, -6, -6, 6
55) CN(CC(=O)Nc1ccc(C#N)cc1)Cc1ccc(Cl)c(Cl)c1
    0, 0, 0.5, -3, 2, -16, 7, -2, 8, -1
56) COc1cccc(C(=O)Nc2cc(=O)n(C)c(=O)n2C)c1OC
    2, 1, 0.7, 7, -18, -19, -8, -3, 7, x
57) Cc1nn(C)cc1CNC(=O)c1cnn2c1NC(c1ccc(Br)cc1)CC2C(F)(F)F (centres undefined)
    2, x, -1.1, 5, -4, -3, 30, -4, -8, -1
58) Cn1c(=O)c2c(ncn2CC(O)CO)n(C)c1=O (centres undefined)
    0, -2, -0.2, -2, -6, -22, 5, 7, 3, x
59) Cc1nc(=O)c(-c2ccccc2)c(C)n1-c1ccc(C(=O)O)cc1
    -2, 0, -1.1, 1, -12, 6, -16, -5, -2, 1
60) CCn1cc(CNC(=O)NC2CCCCC2)c(C)n1
    -1, 5, -0.9, -4, -10, -16, -9, -1, 32, 0

Compounds as they come; about 5% have a hit in one of these screens.
